Compound activity deposited in PubChem by National Center for Advancing Translational Sciences (NCATS).
S-ASM inh = blocks human secretory acid sphingomyelinase; P17405; placental ASM, HMU-PC fluorogenic substrate, 60 min; Potency, µM (top dose mostly 57.5 µM), inactives show at the highest dose activity change, negative = inhibition, most hits filed as inhibitors; hit rate 0.006% among 340,000; AID 504937; further: potency means the concentration at half of the fitted maximal effect
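Fluorogenic HMU-PC substrate (9 uM final) is turned over by placental ASM in 60 min at 37 C after a 10 min compound preincubation. Reaction ended by alkaline stop (pH 10), with fluorescence read at 386/447 nm.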
AT treatment = potential ataxia-telangiectasia treatment | […] A-T fibroblasts, KAP-1 phosphorylation AlphaLISA; neocarzinostatin DNA damage 30 min before lysis | Potency, µM (highest dose often 57.5 µM), for the others: at the top dose activation, most hits filed as activators | hit rate 0.19% among 320,000; further: potency means the concentration at half of the fitted maximal effect; % of control where 0% means no effect; nearly all actives have a fitted effect of over 45% in size
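hTERT-immortalized A-T patient fibroblasts ([…]), 500 cells/well in OPTI-MEM, 1% FBS, got compounds for 60 min, then NCS for 30 min at 37C. Lysates were then assayed for phospho-KAP-1 by AlphaLISA (anti-pKAP1 donor, anti-KAP1 acceptor beads), 6 hr at 25C.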
Integrin act MD = activates integrin-mediated alleviation for muscular dystrophy | alpha7betagal myoblasts, beta-gal FDG fluorescence, 48 h | Potency, µM (titrated, usually from 38.3 µM), inactives show top-dose activation, actives largely listed as activators | hit rate 0.064% among 350,000 | AID 624291;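 further: potency means the concentration at half of the fitted maximal effect; 100% = response of the positive control SU9516; nearly all actives have a fitted effect of over 60% in size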
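alpha7betagal+/- myoblasts (passage 13, 250/well) treated 48 h at 37C with compounds at 1:260 dilution of DMSO stock. Lysed, then beta-galactosidase activity read as FDG fluorescence (ex 480/em 540) after 30 min, with pre-read for autofluorescence.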
Eya2 phos inh = blocks the phosphatase activity of human Eya2; recombinant Eya2, OMFP fluorescence dephosphorylation (OMFP is methylfluorescein phosphate); hit rate 0.006% among 330,000; Potency, µM (top dose mostly 76.9 µM), for the others: at the highest dose activity, negative = inhibition, actives largely listed as inhibitors; AID 488837; further: potency means the concentration at half of the fitted maximal effect; on the % scale 0 is the no-effect control and ±100 the full control effect
Target sequence (O00167 whole entry, looked up): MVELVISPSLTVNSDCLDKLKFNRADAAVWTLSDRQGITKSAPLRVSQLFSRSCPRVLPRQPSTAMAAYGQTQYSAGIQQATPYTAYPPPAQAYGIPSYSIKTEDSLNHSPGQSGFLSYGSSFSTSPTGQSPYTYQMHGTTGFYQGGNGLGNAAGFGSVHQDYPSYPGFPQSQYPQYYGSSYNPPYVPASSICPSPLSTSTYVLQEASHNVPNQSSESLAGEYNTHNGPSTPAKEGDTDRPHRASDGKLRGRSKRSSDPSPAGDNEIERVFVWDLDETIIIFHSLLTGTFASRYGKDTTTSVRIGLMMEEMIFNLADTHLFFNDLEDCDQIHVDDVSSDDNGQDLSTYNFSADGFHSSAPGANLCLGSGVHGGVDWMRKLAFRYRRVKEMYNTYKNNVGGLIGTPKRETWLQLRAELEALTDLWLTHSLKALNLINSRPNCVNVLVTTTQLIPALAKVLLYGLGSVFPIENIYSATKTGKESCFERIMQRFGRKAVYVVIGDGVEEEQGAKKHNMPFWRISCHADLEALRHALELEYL
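Eya2 protein (added as 0.2 uM solution) was preincubated with compound for 10 min at ambient temperature in 50 mM HEPES pH 7.5, 50 mM NaCl, 5 uM MgCl2, 0.05% BSA, 1 mM DTT. OMFP (added at 50 uM) then reacted 10 min; fluorescence read at 485/525 nm.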
TCR activator = activators of T cell receptors; primary human leukocytes, anti-CD3, IL-2 HTRF, 48 h; Potency, µM (series often up to 9.22 µM), without a hit: at the highest dose activation of IL-2 secretion, actives largely listed as activators; 330,000 tested, under 10 active; further: % of control where 0% means no effect
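Primary human leukocytes incubated 48 hr with anti-CD3 beads plus compound, without co-stimulation. Secreted IL-2 measured by HTRF (europium cryptate/d2 anti-IL-2 pair, 320 nm excitation, 665 nm emission).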
TSG101-PTAP inh = blocks PTAP/TSG101 interaction to inhibit HIV-1 budding | 340,000 tested, under 10 active | Potency, µM (series often up to 115 µM), inactives show top-dose activity change, negative = inhibition, most hits filed as inhibitors | Fluorescence polarization, FITC-PTAP peptide / Tsg101 binding | Q99816; active means well fitted inhibition curve with a large enough effect in the main read-out, with a control signal flat, not every such curve was filed as active; inconclusive means small, poorly fitted or top-dose-only effect, or effect the other way, or a change in a side signal; inactive means no such curve, though single readings can be large or run the other way; further: potency means the concentration at half of the fitted maximal effect; % of control where 0% means no effect
Target sequence (Q99816 whole entry, looked up): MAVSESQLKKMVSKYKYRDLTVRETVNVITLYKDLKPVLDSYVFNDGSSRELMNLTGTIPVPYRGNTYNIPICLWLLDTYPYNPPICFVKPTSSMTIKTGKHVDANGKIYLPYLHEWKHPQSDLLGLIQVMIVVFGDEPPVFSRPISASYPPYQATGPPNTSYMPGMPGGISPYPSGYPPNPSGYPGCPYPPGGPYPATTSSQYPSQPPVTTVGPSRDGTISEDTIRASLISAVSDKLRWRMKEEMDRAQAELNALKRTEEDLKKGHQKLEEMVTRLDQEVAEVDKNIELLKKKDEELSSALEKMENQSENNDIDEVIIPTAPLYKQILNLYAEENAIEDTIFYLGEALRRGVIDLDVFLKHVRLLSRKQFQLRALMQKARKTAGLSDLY
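Fluorescence polarization binding of Tsg101 binding domain (10 uM final) to FITC-labeled PTAP peptide (50 nM final) in HEPES pH 7.5 buffer with NaCl, Tween 20, EDTA, TCEP. Compounds added before peptide; binding 20 min at RT.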
Tb PFK inh = blocks T. brucei phosphofructokinase. hit rate 0.17% among 330,000. O15648. T. brucei PFK, ADP-Glo luminescence. Potency, µM (highest dose often 57.5 µM), without a hit: top-dose activity, negative = inhibition, hits mostly inhibitors;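 further: potency means the concentration at half of the fitted maximal effect; 0% = uninhibited 1x PFK enzyme wells and -100% = no-enzyme wells; nearly all actives have a fitted effect of over 60% in size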
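PFK 1.25 nM, F6P 0.5 mM, ATP 0.1 mM, 0.1 M TEA pH 8.0, 5 mM MgCl2, 0.01% Tween20, 0.1% BSA; 45 min RT. ADP-Glo readout. qHTS titration up to 57 uM; curves fitted, compounds curve-classed.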
TSHR antagonist = human thyrotropin receptor antagonism. P16473. TSHR-expressing cells, TSH-stimulated cAMP HTRF, 2 h; active compounds read low. activity change, negative = inhibition, % at 11.5 µM. hit rate 0.2% among 330,000. AID 504810;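 active means activity change below a set negative limit, meaning inhibition stronger than a set level, cut at about -70% in these data; inconclusive means activity change between two set negative limits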; further: on the % scale 0 is the no-effect control and ±100 the full control effect
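Inhibition of cAMP made by TSHR-expressing cells under TSH stimulation (4nM final, EC80; 2 h, 37 deg C) is quantified with a one-step lysis HTRF kit, anti-cAMP cryptate versus cAMP-d2.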
Mito fusion act = mitochondrial division inhibition or fusion activation; S. cerevisiae fusion-defective mutant growth rescue, CellTiterGlo 48 h; Potency, µM (titrated, usually from 46.1 µM), for the others: top-dose growth rescue (activation), hits mostly activators; hit rate 0.23% among 320,000;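 further: potency means the concentration at half of the fitted maximal effect; % of control where 0% means no effect; nearly all actives have a fitted effect of over 45% in size; temperature-sensitive fusion mutants such as fzo1-1 at 37 °C on non-fermentable ethanol glycerol medium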
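Growth-rescue viability read-out: after 48 h at the non-permissive 37C in glycerol/ethanol YPEG, yeast mitochondrial fusion mutants are measured by CellTiterGlo luminescence; compounds (23 nl pinned per well) restoring growth score as division inhibitors or fusion activators.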
ELG1 repair inh = inhibitors of ELG1-dependent DNA repair in HEK293T cells. HEK293T ELG1-luciferase reporter, luminescence, 16 h; DNA damage induced by 5-fluorouridine. Potency, µM (top dose mostly 46.1 µM), for the others: top-dose activity change, negative = inhibition, hits mostly inhibitors. hit rate 2.3% among 330,000. AID 504467; further: potency means the concentration at half of the fitted maximal effect; on the % scale 0 is the no-effect control and ±100 the full control effect; nearly all actives have a fitted effect of over 55% in size
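Step one: seed 2,000 cells per well. Step two: pin-transfer compound or DMSO alongside 5-fluorouridine. Step three: incubate 16 hr, 37 °C, 5% CO2. Step four: add ONE-Glo, wait 30 min, read luminescence.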
Chronic BCR inh = chronic active BCR signaling inhibition. ABC-DLBCL IkBa-CBG/CBR reporter, luminescence ratio, 4 h. Potency, µM (top dose mostly 46.1 µM), without a hit: top-dose ratio change, negative = lower green/red ratio, hits mostly inhibitors. hit rate 0.05% among 340,000; active means well fitted inhibition curve with a large enough effect in the signal ratio, with a control signal flat, not every such curve was filed as active; inconclusive means small, poorly fitted or top-dose-only effect, or effect the other way, or a change in a side signal; the % refers to the signal ratio;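 further: potency means the concentration at half of the fitted maximal effect; plate controls were basal doxycycline-induced cells for no effect and cells given 10 µM MG132 for full effect; MG132 reads +100%, hits lower the ratio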
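TMD8 ABC-DLBCL cells carrying doxycycline-inducible green luciferase fused to IkappaBalpha plus unfused red luciferase were exposed to compounds (up to 46 uM) for 4 hrs at 37C. Activity came from the overlap-corrected green/red luminescence ratio.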
Active calls of the source: *; [ ] = another dose, or the depositor's remark. Unless noted, the call rests on the fitted dose curve; in most records, active means well fitted curve in the direction sought with a large enough effect; inconclusive means small, poorly fitted or top-dose-only effect, or another doubt; inactive means no such curve, though single readings can be large; an effect the other way counts as inactive or inconclusive. An unsorted share of the library (roughly 3.2% active in at least one column).

Screening CC(C)(C)C1=C(C#N)C(c2cccnc2)C(C#N)=C(N)O1 (stereo not drawn) returned S-ASM inh 5%, AT treatment 2%, Integrin act MD -12%, Eya2 phos inh -2%, TCR activator -2%[46.1 µM], TSG101-PTAP inh -2%, Tb PFK inh inconclusive, TSHR antagonist 25, Mito fusion act 3%, ELG1 repair inh 26% and Chronic BCR inh 1%.
Screening COc1ccc(C)cc1N(C(=O)c1snc(C(N)=O)c1N)C(C(=O)NC1CCCCC1)c1ccc(C)o1 (stereo not drawn) returned S-ASM inh 492%[activator], AT treatment 2%, Integrin act MD 21%, Eya2 phos inh -4%, TCR activator 10%, TSG101-PTAP inh 0%, Tb PFK inh 0%, TSHR antagonist -40, Mito fusion act -16%, ELG1 repair inh -20% and Chronic BCR inh -17%.
`Cc1nccc2[nH]c(=O)c(C(=O)NC3CCCCC3C)cc12` (stereo not drawn) gave S-ASM inh 2%, AT treatment -8%, Integrin act MD -5%, Eya2 phos inh 10%, TCR activator 1%, TSG101-PTAP inh 2%, Tb PFK inh -7%, TSHR antagonist 5, Mito fusion act -4%, ELG1 repair inh inconclusive and Chronic BCR inh 0%.
Screening COCCNC(=O)C(OC(=O)c1nsc(Cl)c1Cl)C(C)C (stereo not drawn) returned S-ASM inh 2%, AT treatment -5%, Integrin act MD 10%, Eya2 phos inh -5%, TCR activator -6%, TSG101-PTAP inh 0%, Tb PFK inh -2%, TSHR antagonist 30, Mito fusion act -5%, ELG1 repair inh -12% and Chronic BCR inh 6%.
For O=C(Nc1ccc2c(c1)OCO2)c1nn(-c2ccccc2)c(=O)c2ccccc12 the results were S-ASM inh -25%, AT treatment inconclusive, Integrin act MD -25%, Eya2 phos inh -25%, TCR activator -14%, TSG101-PTAP inh -4%, Tb PFK inh -7%, TSHR antagonist -6, Mito fusion act 5%, ELG1 repair inh inconclusive and Chronic BCR inh -1%.
`COc1ccccc1C(=O)NC1CC2CCC(C1)N2Cc1ccccc1` (stereo not drawn) gave S-ASM inh -2%, AT treatment 10%, Integrin act MD -45%[inhibitor], Eya2 phos inh 5%, TCR activator -6%, TSG101-PTAP inh 0%, Tb PFK inh 1%, TSHR antagonist -4, Mito fusion act 0%, ELG1 repair inh -15% and Chronic BCR inh -1%.
`O=C(COC(=O)c1ccc(Cl)nc1)Nc1c(Cl)cccc1C(F)(F)F` gave S-ASM inh 6%, AT treatment -4%, Integrin act MD -1%, Eya2 phos inh -4%, TCR activator -6%, TSG101-PTAP inh -2%, Tb PFK inh 0%, Mito fusion act -30%, ELG1 repair inh 10% and Chronic BCR inh 3%.
`O=C(CNC(=O)C12CC3CC(CC(C3)C1)C2)NC1=NCCS1` gave S-ASM inh 1%, AT treatment -2%, Integrin act MD -2%, Eya2 phos inh -42%, TCR activator 4%, TSG101-PTAP inh 0%, Tb PFK inh 3%, TSHR antagonist 2, Mito fusion act -2%, ELG1 repair inh 20% and Chronic BCR inh -1%.
`Cc1ccc(C(=O)CSc2nc3ccccc3c(=O)[nH]2)cc1C` gave S-ASM inh -1%, AT treatment 3%, Integrin act MD -35%, Eya2 phos inh 7%, TCR activator 5%, TSG101-PTAP inh -2%, Tb PFK inh -8%, TSHR antagonist -10, Mito fusion act -2%, ELG1 repair inh 19% and Chronic BCR inh 17%.
`COc1cc(N)c(Cc2nccc3cc(OC)c(OC)cc23)cc1OC` gave S-ASM inh 5%, AT treatment -6%, Integrin act MD -12%, Eya2 phos inh -1%, TCR activator -2%, TSG101-PTAP inh 0%, Tb PFK inh 4%, TSHR antagonist 7, Mito fusion act 1%, ELG1 repair inh inconclusive and Chronic BCR inh 0%.
`COC(=O)C1CCN(c2cc(=O)n(C3CCCCC3)c(=O)[nH]2)CC1` gave S-ASM inh 0%, AT treatment -7%, Integrin act MD -4%, Eya2 phos inh 7%, TCR activator -9%, TSG101-PTAP inh -1%, Tb PFK inh 0%, TSHR antagonist -15, Mito fusion act -1%, ELG1 repair inh 11% and Chronic BCR inh -3%.
For O=C(CSc1nc(=O)n(CCN2CCOCC2)c2c1CCCC2)Nc1ccc([N+](=O)[O-])cc1 the results were S-ASM inh -5%, AT treatment 9%, Integrin act MD -8%, Eya2 phos inh 10%, TCR activator -7%, TSG101-PTAP inh -3%, Tb PFK inh -9%, TSHR antagonist -8, Mito fusion act -2%, ELG1 repair inh -19% and Chronic BCR inh -1%.
C=CCC[C@H](Cc1ccc(F)cc1)C(=O)OC[C@H](C)NC(=O)[C@H](CC=C)CC(=O)NCCO was read as S-ASM inh 3%, AT treatment -3%, Integrin act MD -24%, Eya2 phos inh -26%, TCR activator -12%, TSG101-PTAP inh -4%, Tb PFK inh 3%, TSHR antagonist -14, ELG1 repair inh 6% and Chronic BCR inh -1%.
Screening Cc1ccc(NC(=O)c2nc(S(=O)(=O)Cc3ccccc3C)ncc2Cl)cc1C returned S-ASM inh -14%, AT treatment -8%, Integrin act MD -40%[inhibitor], Eya2 phos inh -16%, TCR activator -3%, TSG101-PTAP inh -3%, Tb PFK inh -1%, TSHR antagonist inconclusive, Mito fusion act -37%[inhibitor], ELG1 repair inh inconclusive and Chronic BCR inh inconclusive.
Screening Cc1ccc(C(=O)N2CC(=O)Nc3ccc(C)cc3C2c2ccccc2)cc1 (stereo not drawn) returned S-ASM inh -5%, AT treatment 16%, Integrin act MD 10%, Eya2 phos inh -18%, TCR activator -1%, TSG101-PTAP inh -4%, Tb PFK inh 0%, TSHR antagonist 16, Mito fusion act 31%, ELG1 repair inh 0% and Chronic BCR inh inconclusive.
Cc1cccc[n+]1CC(=O)c1ccccc1 was read as S-ASM inh 1%, AT treatment -11%, Integrin act MD 31%, Eya2 phos inh inconclusive, TCR activator 4%, TSG101-PTAP inh -3%, Tb PFK inh -1%, TSHR antagonist 0, Mito fusion act 4%, ELG1 repair inh 1% and Chronic BCR inh 0%.
Screening Cn1c(=O)c2cc(S(=O)(=O)NC(Cc3ccccc3)C(=O)NCC3CCCO3)ccc2n(C)c1=O (stereo not drawn) returned S-ASM inh 1%, AT treatment -6%, Integrin act MD -37%, Eya2 phos inh -3%, TCR activator -5%, TSG101-PTAP inh -3%, Tb PFK inh 5%, TSHR antagonist 7, Mito fusion act -3%, ELG1 repair inh -11% and Chronic BCR inh 6%.
CCOC(=O)c1c(NC(=O)CSc2nnc(-c3ccccc3C)n2C)sc(C(C)=O)c1C was read as S-ASM inh 0%, AT treatment -3%, Integrin act MD -36%, Eya2 phos inh -26%, TCR activator 0%, TSG101-PTAP inh 1%, Tb PFK inh 3%, TSHR antagonist -15, Mito fusion act -1%, ELG1 repair inh inconclusive and Chronic BCR inh inconclusive.
O=C(Cn1c(CN2CCCCC2)nc2ccccc2c1=O)NC1CCCCC1 was read as S-ASM inh 0%, AT treatment 17%, Integrin act MD -30%, Eya2 phos inh 2%, TCR activator 0%, TSG101-PTAP inh -5%, Tb PFK inh -2%, TSHR antagonist 17, Mito fusion act -3%, ELG1 repair inh 0% and Chronic BCR inh 0%.
`Cc1cc(C(F)F)nn1CC(=O)NCc1ccccc1F` gave S-ASM inh -2%, AT treatment -6%, Integrin act MD 2%, Eya2 phos inh 6%, TCR activator -2%[46.1 µM], TSG101-PTAP inh -6%, Tb PFK inh -7%, TSHR antagonist -4, Mito fusion act -7%, ELG1 repair inh 12% and Chronic BCR inh 0%.
`O=C(O)COc1ccccc1/C=N/NC(=O)CN1CCN(S(=O)(=O)c2ccc(Br)cc2)CC1` gave S-ASM inh 6%, AT treatment -11%, Integrin act MD 20%, Eya2 phos inh -3%, TCR activator -4%, TSG101-PTAP inh -6%, Tb PFK inh 1%, TSHR antagonist 5, Mito fusion act 1%, ELG1 repair inh 5% and Chronic BCR inh -1%.
